# Compound activity deposited in PubChem by Icahn School of Medicine at Mount Sinai.
# ROC1-CUL1 inh: blocks human RBX1-Cullin-1 di-ubiquitin formation; P62877+Q13616; in vitro K48 di-Ub FRET, acceptor:donor ratio, 45 min; inhibition, % at 10 µM; 0.6% of 140,000 active; AID 1347404; in the data active = inhibition above about 25%
# Target sequence (P62877 whole entry, looked up): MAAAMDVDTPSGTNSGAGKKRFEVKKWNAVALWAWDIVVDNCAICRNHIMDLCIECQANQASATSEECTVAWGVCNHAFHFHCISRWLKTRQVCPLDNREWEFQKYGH
# Target sequence (Q13616 whole entry, looked up): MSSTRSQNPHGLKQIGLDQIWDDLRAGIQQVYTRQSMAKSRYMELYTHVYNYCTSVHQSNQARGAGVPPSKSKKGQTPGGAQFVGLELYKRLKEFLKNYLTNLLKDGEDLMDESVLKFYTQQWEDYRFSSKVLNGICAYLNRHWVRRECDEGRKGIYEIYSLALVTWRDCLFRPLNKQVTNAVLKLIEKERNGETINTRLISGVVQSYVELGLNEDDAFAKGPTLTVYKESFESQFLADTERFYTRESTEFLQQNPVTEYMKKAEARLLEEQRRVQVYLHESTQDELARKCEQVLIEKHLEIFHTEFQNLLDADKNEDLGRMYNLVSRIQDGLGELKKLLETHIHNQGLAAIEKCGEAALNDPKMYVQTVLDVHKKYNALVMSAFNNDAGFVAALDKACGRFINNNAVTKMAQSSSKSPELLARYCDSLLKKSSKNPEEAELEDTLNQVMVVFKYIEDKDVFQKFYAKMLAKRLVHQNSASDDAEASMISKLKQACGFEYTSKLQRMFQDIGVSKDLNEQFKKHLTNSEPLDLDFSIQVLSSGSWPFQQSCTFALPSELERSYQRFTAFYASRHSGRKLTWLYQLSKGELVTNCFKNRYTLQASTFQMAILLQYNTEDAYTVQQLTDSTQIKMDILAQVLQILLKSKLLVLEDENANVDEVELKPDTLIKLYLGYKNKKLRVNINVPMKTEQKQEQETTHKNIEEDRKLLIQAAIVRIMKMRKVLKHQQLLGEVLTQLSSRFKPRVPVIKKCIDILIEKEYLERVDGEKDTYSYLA
# An asterisk follows results filed as active. An excerpt; count on the stated rates, not on these rows.
SMILES,ROC1-CUL1 inh
CCN1CCN(Cc2c(O)ccc3c(C)c(-c4ccccc4)c(=O)oc23)CC1,-5
COc1ccc(CCn2cc3c(c2-c2ccccc2Br)c(=O)n(C)c(=O)n3C)cc1OC,9
Cc1cc(C)cc(OCCn2c(CCNC(=O)C3CCCCC3)nc3ccccc32)c1,-3
COc1cc(OC)cc(-n2c(=O)c3ccccc3n(CC(=O)NCCc3ccc(OC)c(OC)c3)c2=O)c1,-12
C=CCn1c(=S)[nH]c2sc3c(c2c1=O)CCN(C)C3,12
O=C(NN1CCCCC1)c1ccccc1I,-8
CCCOc1ccc([C@@H]2[C@H]3CN(CC)CC=C3C(C#N)C(=N)C2(C#N)C#N)cc1OC (stereo partly specified),-1
Cc1cc(C)c2c(CC(=O)Nc3c(C(=O)Nc4ccc(Cl)cc4)oc4ccccc34)coc2c1,0
Cc1cccc(-n2c(C)cc(C(=O)C(=O)Nc3nncs3)c2C)c1,7
CC(C)c1cc(C(C)C)c(S(=O)(=O)N(C)CCN(C)C(C)(C)C)c(C(C)C)c1,-5
Cc1ccccc1N1CCN(C(=O)c2ccc3ccccc3c2)CC1,1
CCN1C(=O)/C(=C/c2ccc3c(c2)OCCO3)SC1=S,-3
O=C1CC(N2CCN(c3ccccc3)CC2)C(=O)N1c1ccc2c(c1)OCCO2 (stereo unspecified),11
CCCCSc1nnc2n(-c3ccccc3)c(=O)c3c(C)c(C)sc3n12,2
COC(=O)CN1C(=O)CSc2ccc(S(=O)(=O)Nc3ccc(C)c(Cl)c3)cc21,-2
CCOc1ccccc1C1C(C(=O)Nc2ccccc2)C(C)=Nc2c(C(=O)Nc3ccc(F)cc3)cnn21 (stereo unspecified),-3
Cc1ccc(CNS(=O)(=O)c2cc3[nH]c(=O)c(=O)[nH]c3cc2C)cc1,-3
CC(=O)OC12C3C4CC(=O)C5(Br)C3C1C5C42 (stereo unspecified),10
COc1ccc(/C=N\Nc2nc(-c3ccc(-c4ccccc4)cc3)cs2)cc1,-2
CC(=O)C1=NN(c2ccccc2)C(c2ccccc2)N1c1ccccc1 (stereo unspecified),-7
CC1CCC(O[C@H]2C=CC(=O)O2)C(C(C)C)C1 (stereo partly specified),0
COc1ccc(CN2CCC(C(Cc3ccccc3F)N(C)Cc3cn(C)nc3C)CC2)c(O)c1 (stereo unspecified),0
COc1ccc(N2CC(NC(=O)c3ccc(OC(C)C)cc3)CC2=O)cc1 (stereo unspecified),2
COc1ccc(C(=O)/C=C/c2cn(CC(O)CN(CC(C)C)CC(C)C)c3ccccc23)cc1 (stereo unspecified),-11
Cc1cc(Nc2ccc(Cl)cc2)c2cccc(C)c2n1,-13
CCC(C)NC(=O)Cn1c(=O)n(-c2ccc(Cl)cc2)c(=O)c2c3c(sc21)CCCC3 (stereo unspecified),-5
Cc1cnc(C(=O)N2CCC(C3CCN(Cc4cccnc4)CC3)C2)[nH]1 (stereo unspecified),-4
Cc1cccc(C)c1NC(=O)NCCCN1CCN(c2ccccc2)CC1,-2
O[C@H]1CCN(C2CCN(c3ccc(-n4cccn4)cc3)CC2)C1,11
CCc1ccccc1N=C1S/C(=C\c2c(OC)ccc3ccccc23)C(=O)N1c1ccccc1CC,3
CC(C)CC(=O)C1CCCN(C(=O)c2coc(CN3CCN(c4ncccn4)CC3)n2)C1 (stereo unspecified),3
COc1cc(-c2nc3sc4c(c3c(=O)[nH]2)CCC(C(C)(C)C)C4)cc(Cl)c1OS(C)(=O)=O (stereo unspecified),-8
COc1cccc2c1Sc1ccccc1CC2N1CCN(C)CC1 (stereo unspecified),5
O=C(c1cccs1)N1N=C(c2ccccc2)CC1c1ccc(Cl)cc1 (stereo unspecified),19
Nc1ccc2ncccc2n1,-3
O=C(O)CC(NCc1ccccc1)C(=O)Nc1ccc(Br)cc1 (stereo unspecified),8
COC(=O)C1=CS/C(=C\C(=S)c2ccc(OC)cc2)S1,2
O=C(c1c(Cl)cccc1Cl)N1CCN(c2cccc(Cl)c2)CC1,6
COc1ccc(C2C3CCc4cc(OC)ccc4C3=NN2/C(C)=C/C(C)=O)cc1 (stereo unspecified),-8
O=C(C1CCN(S(=O)(=O)Cc2ccccc2)CC1)N1CCN(c2cccc(Cl)c2)CC1,6
CC(C)c1ccc(NC(=O)CN2CCN(c3nc4ccccc4s3)CC2)cc1,-3
CN(C)c1nc(-c2ccc([N+](=O)[O-])cc2)cs1,-2
CO[C@H]1[C@H](NC(=O)c2ccccn2)c2ccccc2C12CCN(C(=O)c1ccc(CC(C)C)cc1)CC2,3
CCc1ccc(NC(=O)CSc2nc3c(c(=O)[nH]2)CN(Cc2ccc(C)cc2)CC3)cc1,6
COC(=O)CCC(=O)Nc1ccc(N(C)C(C)=O)cc1,-7
CC(=O)Nc1ccc(NC(=O)c2ccc(CN3CCCCC3)cc2)cc1,5
CCCn1c(CC)nc([N+](=O)[O-])c1S(=O)(=O)c1ccc(Cl)cn1,11
O=C(C1CCC1)N1CCCc2cc(S(=O)(=O)Nc3ccc(F)cc3)ccc21,-2
Cc1nnc(N2CCCC(C(=O)NCCc3ccc(Cl)cc3)C2)c2nn(-c3ccccc3)c(C)c12 (stereo unspecified),-8
CC(=O)c1ccc(NC(=O)C2CCC(CNS(=O)(=O)c3cccc4nsnc34)CC2)cc1 (stereo unspecified),-5
O=C(O)c1cn(-c2nc(-c3ccc(Br)cc3)cs2)c2c(F)c(F)c(F)cc2c1=O,1
Cc1ccc(CNC(=O)c2c(C)oc3ncnc(N4CCOCC4)c23)cc1,2
Cc1cc(C)c(OCC(=O)N(Cc2ccc(C(C)C)cc2)C2CCS(=O)(=O)C2)c(C)c1 (stereo unspecified),6
CC(C)OCCCNC(=O)CCCn1c(SCC(=O)c2ccc(Br)cc2)nc2c(sc3ccccc32)c1=O,-4
CCOc1cc(/C=C2/C(=N)N3N=C(C(C)C)SC3=NC2=O)ccc1OCc1ccccc1C#N,-4
Cn1c(-c2ccco2)nn(CN2CCC(c3ccccc3)CC2)c1=S,-3
c1ccc2sc(Sc3ncnc4c3oc3ccccc34)nc2c1,-4
O=C1N=C(c2ccccc2)N(c2ccccc2)C(=O)C1Sc1ccc(Cl)cc1 (stereo unspecified),-1
Cc1ccc(-n2c(SCC(=O)Nc3sc4c(c3C#N)CCCC4)nnc2-c2ccncc2)cc1,-3
O=C1NC(c2ccccc2F)Nc2ccccc21 (stereo unspecified),-2

# New compounds follow
SMILES,ROC1-CUL1 inh
COc1ccc(NC(=O)C(=O)Nc2ccc3nc4n(c(=O)c3c2)CCCCC4)c(OC)c1,0
COc1ccc2nc(C)cc(Nc3ccc(O)cc3)c2c1,6
C=CCn1nnc(NC(=O)c2cc3ccccc3o2)n1,3
O=C1N(CC2CC2)CCCC1(O)CNCc1ccc2sccc2c1 (stereo unspecified),1
Cc1cccc(NC(=O)CCS(=O)(=O)c2ccc3c(c2)n(C)c(=O)c(=O)n3C)c1C,-11
COc1ccc(S(=O)(=O)c2c(SC)nn(CC(=O)Nc3ccc(C)c(Cl)c3)c2N)cc1,7
Cc1ccc(-c2cc(C(F)(F)F)c(C#N)c(SCC(=O)O)n2)cc1,-5
Cc1ccc(-n2ncc(C(=O)NCCN3CCN(C)CC3)c2C2CCN(C(=O)OC(C)(C)C)CC2)cc1C,-4
COc1ccccc1/C=C/c1nc(C#N)c(N(C)C)o1,-8
C=CCOc1ccc(Br)cc1/C=C/c1[nH]c(=O)[nH]c(=O)c1[N+](=O)[O-],42*
CCOc1ccc(NC(=O)CCNS(=O)(=O)c2cccc3nsnc23)cc1,-3
CCOc1cc(S(=O)(=O)NC(C)(C)C)ccc1Cl,-3
COc1ccc(CNC(=O)c2nc(SC(C)C)ncc2Cl)cc1,6
CC(C)OC(=O)c1ccc(-c2ccc(CO)o2)cc1,0
COc1cc2c(cc1/C=N/NC(=O)COc1ccc3c(c1)CCCC3)CCC2,-6
CCN(CC)S(=O)(=O)c1cccc(N=Nc2c(C)[nH]n(-c3ccccc3)c2=O)c1,-6
O=C(c1ccc(Cl)cc1)N1CCOc2ccc(CN3CCN(c4ccccc4)CC3)cc2C1,1
Cc1nc2cccnc2n1-c1cccc(C(=O)N2CCN(c3cccc(Cl)c3)CC2)c1,-3
COc1cc(C(=O)N2CCc3c([nH]c4ccccc34)C2c2ccc(F)cc2)cc(OC)c1OC (stereo unspecified),-7
Cc1nc2ccc(N)cc2c(=O)[nH]1,-7
COc1cccc(CNC(=O)CCC2CCCN(S(=O)(=O)N(C)C)C2)c1 (stereo unspecified),-1
COc1cc(OC)cc(C(=O)Nc2cc(-c3nc4cc(Cl)ccc4o3)ccc2Cl)c1,-5
CCS(=O)(=O)N1CCC(C(=O)Nc2ccc(C(=O)O)cc2)CC1,4
COc1ccc(-c2noc(CSc3nnc(-c4ccccc4)n3-c3ccc(F)cc3)n2)c(OC)c1,1
CCOC(=O)C1CCN(Cc2cnc(S(C)(=O)=O)n2CCCOC)CC1,9
C=Cc1ccc(C(=O)N2CCOC(Cc3cccc(OC)c3)C2)cc1 (stereo unspecified),9
CCOC(=O)N1CCN(C(=O)C2CC23CCN(C(=O)c2cc(C4CC4)nc4ccccc24)CC3)CC1 (stereo unspecified),2
Cc1ccccc1NC(=O)CSc1nnc(-c2ccc(Cl)cc2)n1CC(C)C,-2
Cc1ccc(Cl)cc1N1CCN(S(=O)(=O)Cc2ccccc2)CC1,15
COc1ccc(-c2cnn3c(C)cc(C)nc23)cc1OC,-4
CC1(C)OCC(Cn2cnc3c(NCC(O)CO)ncnc32)O1 (stereo unspecified),0
CCC(Oc1cc(C)c(Cl)c(C)c1)C(=O)N1CCN(c2ncccn2)CC1 (stereo unspecified),5
Cc1noc2ncnc(N3CCCC(C(=O)Nc4cccc(C(F)(F)F)c4)C3)c12 (stereo unspecified),0
C=CCSc1nc2ccc(NC(=O)c3sc4nc(-c5ccncc5)ccc4c3N)cc2s1,2
Cc1cccc(NC(=O)Cn2c(=O)n(CCCCCC(=O)NCc3ccccc3)c(=O)c3sccc32)c1,8
COC(=O)[C@@H]1CCCN1Cc1nc(NCCc2ccccc2OC)c2ccccc2n1,6
O=C1C(=Nc2ccc(Cl)cc2)C(Cl)C(=O)N1c1ccc(Cl)cc1Cl (stereo unspecified),2
COc1ccc(CNC(=O)Cc2c(C)c3cc4c(C)coc4c(C)c3oc2=O)cc1OC,2
CNc1cc(C(=O)NCc2cccnc2Oc2ccccc2OC)ccn1,-7
CC(=O)Nc1cccc(Oc2ncnc3scc(-c4ccccc4)c23)c1,9
CN1C(C(=O)Nc2ccc(OC(F)(F)F)cc2)=CC(c2cccs2)=NS1(=O)=O,-5
COc1ccc(/C=C/C(=O)O)cc1Cl,4
N#CC(C(=O)Nc1ccccc1)=C1CCCC1,5
NC(=O)N=Nc1c(O)[nH]c2c(Br)cc(Br)cc12,5
O=S(=O)(NCCSCc1ccccc1Cl)c1ccc(Br)s1,6
CC1=NC2=C(C(=O)CC(C)(C)C2)C(c2ccc(Br)s2)C1C(=O)Nc1ccccn1 (stereo unspecified),2
Cc1c(C(=O)NCc2cccc(Cl)c2)sc2nc[nH]c(=O)c12,-1
CC1=C(c2ccccc2)N(c2ccccc2)C(=O)C(Sc2ccc([N+](=O)[O-])cc2)C1=O (stereo unspecified),4
CCSc1nnc2c(n1)OC(c1ccc(Cl)c([N+](=O)[O-])c1)Nc1ccccc1-2 (stereo unspecified),2
O=c1n(Cc2ccc(Cl)cc2)c2cc([N+](=O)[O-])c([N+](=O)[O-])cc2n1Cc1ccc(Cl)cc1,-2
Cc1oncc1C(=O)Nc1ccc(C(=O)c2ccccc2)cc1,-4
Cc1ccc2nc(/C(C#N)=C/c3cccc4ccccc34)[nH]c2c1,5
COc1cccc2cc(C(=O)Nc3ccc(CC(=O)O)cc3)c(=O)oc12,1
O=C(Nc1ccc(F)cc1F)c1cnn(-c2ccc(F)cc2)c1-n1cccc1,2
Cc1ccnc(-n2c(SCc3ccc(Cl)cc3)nc3sc(C)c(C)c3c2=O)c1,-5
COC(=O)c1ccc(-n2c(C)cc(CC3=NC(=S)NC3=O)c2C)cc1,3
CC(C)(CO)NCc1ccc(OCCO)cc1,9
CCc1ccc(NC(=O)C2CCCN(S(=O)(=O)C3C(=O)NC(=O)N=C3C)C2)cc1 (stereo unspecified),-1
CCCCSc1nnc2c(n1)OC(c1sccc1C)N(C(C)=O)c1ccccc1-2 (stereo unspecified),-2
CCCN1CCC(NC(=O)CCc2nnc(Cc3cccc(C)c3)o2)CC1,3

# Compounds above that have a thiophene ring, fused or not, in the order listed:
SMILES,ROC1-CUL1 inh
C=CCn1c(=S)[nH]c2sc3c(c2c1=O)CCN(C)C3,12
CCCCSc1nnc2n(-c3ccccc3)c(=O)c3c(C)c(C)sc3n12,2
CCC(C)NC(=O)Cn1c(=O)n(-c2ccc(Cl)cc2)c(=O)c2c3c(sc21)CCCC3 (stereo unspecified),-5
COc1cc(-c2nc3sc4c(c3c(=O)[nH]2)CCC(C(C)(C)C)C4)cc(Cl)c1OS(C)(=O)=O (stereo unspecified),-8
O=C(c1cccs1)N1N=C(c2ccccc2)CC1c1ccc(Cl)cc1 (stereo unspecified),19
CC(C)OCCCNC(=O)CCCn1c(SCC(=O)c2ccc(Br)cc2)nc2c(sc3ccccc32)c1=O,-4
Cc1ccc(-n2c(SCC(=O)Nc3sc4c(c3C#N)CCCC4)nnc2-c2ccncc2)cc1,-3
O=C1N(CC2CC2)CCCC1(O)CNCc1ccc2sccc2c1 (stereo unspecified),1
C=CCSc1nc2ccc(NC(=O)c3sc4nc(-c5ccncc5)ccc4c3N)cc2s1,2
Cc1cccc(NC(=O)Cn2c(=O)n(CCCCCC(=O)NCc3ccccc3)c(=O)c3sccc32)c1,8
CC(=O)Nc1cccc(Oc2ncnc3scc(-c4ccccc4)c23)c1,9
CN1C(C(=O)Nc2ccc(OC(F)(F)F)cc2)=CC(c2cccs2)=NS1(=O)=O,-5
O=S(=O)(NCCSCc1ccccc1Cl)c1ccc(Br)s1,6
CC1=NC2=C(C(=O)CC(C)(C)C2)C(c2ccc(Br)s2)C1C(=O)Nc1ccccn1 (stereo unspecified),2
Cc1c(C(=O)NCc2cccc(Cl)c2)sc2nc[nH]c(=O)c12,-1
Cc1ccnc(-n2c(SCc3ccc(Cl)cc3)nc3sc(C)c(C)c3c2=O)c1,-5
CCCCSc1nnc2c(n1)OC(c1sccc1C)N(C(C)=O)c1ccccc1-2 (stereo unspecified),-2
